# Source: PubChem (Sanford-Burnham Center for Chemical Genomics)
# EphA4 KYL inhibition = inhibitors of EphA4 binding to KYL peptide, primary screen, biochemical, colorimetric, mouse EphA4 (AID 689); EphA4-AP binding to KYL peptide, pNPP A405; higher % means a stronger effect; inhibition, % at 10 µM, or IC50 in µM where a hit was titrated; 62,000 compounds, 0.1% hits; in the data active = a potency from the dose series; inactive = the rest, 99 in 100 with inhibition below about 22%
# * = called active by the depositor.
1: CC(=O)Nc1cccc(-c2csc(Nc3cccc(C)n3)n2)c1
  EphA4 KYL inhibition: -5%
2: CCN(CC)c1ccc(NC(=O)c2oc3ccccc3c2C)cc1
  EphA4 KYL inhibition: 6%
3: CN(C)c1ccc(/C=C2/C(=O)NN(c3cccc(Cl)c3)C2=O)cc1
  EphA4 KYL inhibition: 8%
4: Cc1cccc(-c2nc(CSCC(=O)NCCCN3CCOCC3)c(C)o2)c1
  EphA4 KYL inhibition: -13%
5: Cc1nc2ccccc2c2oc(C(=O)N3CCc4ccccc4C3)cc12
  EphA4 KYL inhibition: 0%
6: COc1ccc2nc(SCC(=O)Nc3ccccc3C#N)[nH]c2c1
  EphA4 KYL inhibition: -1%
7: CN(C)S(=O)(=O)c1ccc(N2CCN(S(=O)(=O)c3ccc(F)cc3)CC2)c(Cl)c1
  EphA4 KYL inhibition: -30%
8: O=C(/C=N/O)NCC1CCNCC1
  EphA4 KYL inhibition: -13%
9: C/C(=C\C(=O)c1ccncc1)Nc1ccccc1O
  EphA4 KYL inhibition: -8%
10: COc1ccccc1C/C(N)=N/OC(=O)COc1cccc2ccccc12
  EphA4 KYL inhibition: 14%
11: Cc1cc(C)n(S(=O)(=O)c2ccc(I)cc2C)n1
  EphA4 KYL inhibition: -6%
12: COc1ccc(N(CC(=O)Nc2ccc3ccccc3c2)S(=O)(=O)c2ccccc2)cc1Cl
  EphA4 KYL inhibition: -5%
13: CC1OC(Nc2ccc(OC(F)(F)F)cc2)C(O)C(O)C1O (stereo not drawn)
  EphA4 KYL inhibition: -5%
14: O=C1CSC(c2ccccn2)N1c1ccc(Cl)c(Cl)c1 (stereo not drawn)
  EphA4 KYL inhibition: 2%
15: CCOC(=O)c1c(NC(=O)CSc2n[nH]c(N)n2)sc(CC)c1C
  EphA4 KYL inhibition: -8%

16: Cn1c(SCC(=O)Nc2nc3c(s2)CCCC3)nnc1-c1ccccc1
  EphA4 KYL inhibition: -20%
17: Cc1ccc(Cn2nnc3c(=O)[nH]c(C4CCCN(C(=O)Nc5ccc(F)cc5F)C4)nc32)cc1 (stereo not drawn)
  EphA4 KYL inhibition: 2%
18: CCOc1ccccc1NC(=O)CN1CCC(NC(=O)c2ccccc2)CC1
  EphA4 KYL inhibition: -19%
19: Cc1cc(C)cc(NC(=O)N2CCC(NC(=O)c3ccc(F)cc3)CC2)c1
  EphA4 KYL inhibition: 6%
20: COc1cc(/C=C2\C(=O)NC(=O)N(c3ccc(Cl)cc3)C2=O)cc(I)c1OC
  EphA4 KYL inhibition: -9%
21: COc1cc(/C=C2/SC(=S)NC2=O)ccc1OC(=O)c1ccc(Cl)cc1
  EphA4 KYL inhibition: -5%
22: Cc1ccc(C(=O)/C=C/c2ccccc2[N+](=O)[O-])cc1
  EphA4 KYL inhibition: 2%
23: FC(F)(F)c1ccc(N2CCN(c3ncnc4c3nnn4Cc3ccccc3)CC2)nc1
  EphA4 KYL inhibition: 0%
24: Cc1cccc(-c2nc3ccccc3[nH]2)c1
  EphA4 KYL inhibition: 7%
25: COC(=O)c1cc(=O)n(Cc2ccc(OC)c(OC)c2)c(=Nc2ccc(F)cc2)s1
  EphA4 KYL inhibition: 2%
26: COc1ccccc1CNC(=O)C(CC(C)C)NS(=O)(=O)c1ccc2c(c1)oc(=O)n2C (stereo not drawn)
  EphA4 KYL inhibition: -4%
27: O=C(CCn1[nH]c(=O)c2ccccc2c1=O)N1CCOCC1
  EphA4 KYL inhibition: -7%
28: C=CCN1C(=O)CN=C1Nc1ccc(OC)cc1OC
  EphA4 KYL inhibition: 4%
29: CC1(C)CC(=O)N(CC(=O)NC2CCCC2)c2ccccc2S1(=O)=O
  EphA4 KYL inhibition: -2%
30: CC1CCc2c(sc3nc(-c4ccco4)[nH]c(=O)c23)C1 (stereo not drawn)
  EphA4 KYL inhibition: -8%

31: O=C1NC(=Nc2ccc(Br)cc2)S/C1=C\c1ccc(O)cc1
  EphA4 KYL inhibition: -4%
32: CCN(CCCNC(=O)c1[nH]c(C)c(C(C)=O)c1C)c1cccc(C)c1
  EphA4 KYL inhibition: -8%
33: O=C1CCCc2c1[nH]c1ccc(Cl)cc21
  EphA4 KYL inhibition: -5%
34: O=C1C=C(c2ccccc2)CC(c2cccs2)C1n1cnc([N+](=O)[O-])c1 (stereo not drawn)
  EphA4 KYL inhibition: -11%
35: CC(=O)Nc1ccc2nc(SCC(=O)O)sc2c1
  EphA4 KYL inhibition: 2%
36: O=C(CSc1nc2ccc(Br)cc2c(=O)n1-c1ccccc1)NC1CCCC1
  EphA4 KYL inhibition: -2%
37: CC(C)c1ccc(/C=C/C(=O)NNC(=O)c2cccnc2)cc1
  EphA4 KYL inhibition: -19%
38: Cc1ccc2nc(-c3cccc(NC(=O)c4ccc5c(c4)OCCO5)c3)oc2c1
  EphA4 KYL inhibition: -6%
39: COC(=O)c1c(NC(=O)CCCC(=O)O)sc(C)c1C
  EphA4 KYL inhibition: -4%
40: Cc1cc(C)cc(NC(=O)C2CCN(c3nc(C)cc(C)n3)CC2)c1
  EphA4 KYL inhibition: -19%
41: Cc1cc(NCCCn2ccnc2)n2nc(C)c(-c3ccc(Cl)cc3)c2n1
  EphA4 KYL inhibition: -2%
42: O=C(Nc1ccc(NC(=O)c2cc([N+](=O)[O-])ccc2Cl)cc1)c1ccc(Br)cc1
  EphA4 KYL inhibition: -12%
43: CCOc1cc(/C=C2\C(=O)N(c3ccc(C(N)=O)cc3)N=C2C)ccc1OC(=O)c1cccs1
  EphA4 KYL inhibition: 4%
44: Cc1ccc(CN2CCN(N=Cc3cccc([N+](=O)[O-])c3)CC2)c(C)c1
  EphA4 KYL inhibition: -4%
45: COc1ccc(NS(=O)(=O)c2cccc3nsnc23)cc1OC
  EphA4 KYL inhibition: 0%

# The last 3 entries of the part above are carried over, then new ones follow:
no. | compound | EphA4 KYL inhibition
43 | CCOc1cc(/C=C2\C(=O)N(c3ccc(C(N)=O)cc3)N=C2C)ccc1OC(=O)c1cccs1 | 4%
44 | Cc1ccc(CN2CCN(N=Cc3cccc([N+](=O)[O-])c3)CC2)c(C)c1 | -4%
45 | COc1ccc(NS(=O)(=O)c2cccc3nsnc23)cc1OC | 0%
46 | FC(F)(F)c1cc(/C=C/c2ccccc2)no1 | -2%
47 | COC(=O)C1CCCN1S(=O)(=O)c1ccc2ccccc2c1 (stereo not drawn) | -1%
48 | COC(=O)c1sc2ncccc2c1OCc1cccc(Cl)c1 | -2%
49 | CCOC(=O)c1[nH]c(C)c(C(=O)OCCN2C(=O)c3ccccc3C2=O)c1C | 3%
50 | N#Cc1ccc(-c2nnnn2-c2ccc3c(c2)OCO3)cc1 | -10%
51 | COc1ccccc1-c1coc2cc(OC(=O)c3c(Cl)ccc(Cl)c3OC)ccc2c1=O | -3%
52 | COCCCNC(=O)c1cccc(C(=O)NCCCOC)c1 | -4%
53 | COc1ccc(C(c2nnnn2CC2CCCO2)N2CCN(c3cccc(C)c3C)CC2)cc1 (stereo not drawn) | -2%
54 | C=CCSC1=C(C#N)C(c2ccc(OCC)cc2)CC(=O)N1 (stereo not drawn) | -3%
55 | CCCOc1ccc(C(=O)NNC(=S)NC(=O)c2cc(-c3ccccc3)nc3ccccc23)cc1 | -6%
56 | COc1ccc(C2C(C(C)=O)=C(O)C(=O)N2CCN(C)C)cc1OC (stereo not drawn) | -12%
57 | CCSc1nnc(N(CCC#N)CCC#N)s1 | 4%
58 | Cc1ccc(CNC(=O)c2cn(C3CCCCC3)c(=O)c3c2c2ccccc2n3C)o1 | -1%
59 | CCOc1cnn(-c2cc(Oc3ccc(C)cc3)ncn2)c(=O)c1Cl | -11%
60 | CCOC(=O)C1CCN(C(=O)COc2cc(C)c(Br)c(C)c2)CC1 | -2%
61 | Cc1oc(-c2ccccc2Cl)nc1CSCC(=O)NC1CCCC1 | -5%
62 | Cc1cc(N2CCCN(C)CC2)nc2cc(Cl)ccc12 | -4%
63 | Cc1ccn(CCSCC(=O)O)n1 | -10%
64 | O=S(=O)(Nc1cc(Br)c(O)c2ccccc12)c1cc(Cl)ccc1Cl | 14%
65 | CC(=O)Nc1ccc(NC2=C(Cl)C(=O)c3c(Cl)c(Cl)c(Cl)c(Cl)c32)cc1 | -7%
66 | COc1ccc(-c2cn3cccnc3n2)cc1NC(=O)C1CCCC1 | -13%
67 | O=C(NCC(=O)N(Cc1ccc(F)cc1)C(C(=O)NC1CCCC1)c1ccco1)c1ccco1 (stereo not drawn) | -11%
68 | O=C(O)CCc1ccc(-c2cccs2)n1NC(=O)c1ccc(Cl)cc1Cl | -6%
69 | CCCn1c(NC(=O)c2ccc(Cl)cc2)nc2ccccc21 | -11%
70 | COCCn1c(SCC#N)nnc1-c1ccccc1 | 4%

# Taken from above, 5 compounds:
no. | compound | EphA4 KYL inhibition
59 | CCOc1cnn(-c2cc(Oc3ccc(C)cc3)ncn2)c(=O)c1Cl | -11%
60 | CCOC(=O)C1CCN(C(=O)COc2cc(C)c(Br)c(C)c2)CC1 | -2%
61 | Cc1oc(-c2ccccc2Cl)nc1CSCC(=O)NC1CCCC1 | -5%
62 | Cc1cc(N2CCCN(C)CC2)nc2cc(Cl)ccc12 | -4%
63 | Cc1ccn(CCSCC(=O)O)n1 | -10%

# Four entries picked at random from the list so far, as already listed:
no. | compound | EphA4 KYL inhibition
51 | COc1ccccc1-c1coc2cc(OC(=O)c3c(Cl)ccc(Cl)c3OC)ccc2c1=O | -3%
48 | COC(=O)c1sc2ncccc2c1OCc1cccc(Cl)c1 | -2%
53 | COc1ccc(C(c2nnnn2CC2CCCO2)N2CCN(c3cccc(C)c3C)CC2)cc1 (stereo not drawn) | -2%
62 | Cc1cc(N2CCCN(C)CC2)nc2cc(Cl)ccc12 | -4%

# (next part)
no. | compound | EphA4 KYL inhibition
71 | CN(C)c1cccc(C(=O)N2CCc3ccccc3C2)c1 | 17%
72 | Cc1nn(-c2ccccc2)c2c1P(=O)(O)/C(=C1\N(C)c3ccccc3C1(C)C)C=N2 | 13%
73 | CCOC(=O)c1sc(NC(=O)CSc2nncs2)c(C(=O)OCC)c1C | -5%
74 | Cc1ccc(N(CC(=O)NCCSCc2ccco2)S(C)(=O)=O)cc1 | 2%
75 | CCOC(=O)c1c(/N=C/N(C)C)sc(C(=O)OC)c1C | 2%
76 | C=C(C)CSc1nncn1/N=C/c1ccc(OC)cc1 | -2%
77 | O=C(NCCNc1ccc([N+](=O)[O-])cc1)c1ccc(Cl)cc1 | -5%
78 | COc1ccccc1CC(=O)Nc1cc2oc3ccccc3c2cc1OC | -2%
79 | COc1ccc(OC)c(NC(=O)c2ccc(NS(=O)(=O)c3c(C)noc3C)cc2)c1 | -2%
80 | CCCn1c(=N)n(CC(=O)c2ccco2)c2ccccc21 | -35%
81 | CC1CCCCN1CCNC(=O)CN1C(=O)COc2ccccc21 (stereo not drawn) | 8%
82 | CC1CC(=O)c2cnc(N)nc2C1 (stereo not drawn) | -14%
83 | COc1cc(-c2c(C#N)c(N)nc(SCc3ccncc3)c2C#N)cc(OC)c1OC | -6%

# Reformatted: results already given
nr	EphA4 KYL inhibition	SMILES
75	2%	CCOC(=O)c1c(/N=C/N(C)C)sc(C(=O)OC)c1C
76	-2%	C=C(C)CSc1nncn1/N=C/c1ccc(OC)cc1

# The list is partial, so the mix of outcomes need not match the whole.
